Screens from PubChem.
CHT block: inhibitors of human choline transporter CHT. High affinity choline transporter 1 (Homo sapiens), Q9GZV3. CHT-expressing cells, membrane potential dye, choline response; hits give low values. B-score at 10 µM. 310,000 tested, 0.86% active. AID 488975, 2010;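 active means B-score over 3 SD under the library average, and starting fluorescence ratio not unusually high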;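 further: choline stimulus applied at its EC90 after an EC20 pre-addition; B-score computed on integrated fluorescence ratio after choline addition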
Target sequence (Q9GZV3 whole entry, looked up): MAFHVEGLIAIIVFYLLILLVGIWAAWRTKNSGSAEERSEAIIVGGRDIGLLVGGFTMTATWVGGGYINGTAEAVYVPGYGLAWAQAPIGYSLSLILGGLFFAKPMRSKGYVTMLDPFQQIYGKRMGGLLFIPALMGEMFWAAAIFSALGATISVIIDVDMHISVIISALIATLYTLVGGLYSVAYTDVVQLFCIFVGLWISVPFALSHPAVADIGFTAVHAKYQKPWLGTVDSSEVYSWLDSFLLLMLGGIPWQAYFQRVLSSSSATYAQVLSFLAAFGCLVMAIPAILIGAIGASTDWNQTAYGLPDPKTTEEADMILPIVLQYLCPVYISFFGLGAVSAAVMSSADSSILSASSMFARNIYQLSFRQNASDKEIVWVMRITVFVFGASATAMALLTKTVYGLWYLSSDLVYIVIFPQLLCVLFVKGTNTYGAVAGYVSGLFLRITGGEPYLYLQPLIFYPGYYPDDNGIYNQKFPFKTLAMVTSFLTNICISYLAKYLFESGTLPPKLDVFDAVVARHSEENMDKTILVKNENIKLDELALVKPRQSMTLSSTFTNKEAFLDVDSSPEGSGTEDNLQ
Kir21 inh: inhibitors of mouse Kir2.1 inward-rectifier potassium channel; 310,000 tested, 0.85% active; Inward rectifier potassium channel 2 (Mus musculus), P35561; B-score at 10 µM; HEK293-Kir2.1, FluxOR thallium flux fluorescence; hits give low values;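 active means fluorescence ratio B-score at or below minus 3 SD of library scores, with starting-brightness B-score within 2 SD, cut at about -4.2 in these data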;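 further: channel flux triggered by added potassium and thallium sulfate stimulus; B-score of peak minus minimum fluorescence over baseline after thallium stimulus; more negative B-score means stronger Kir2.1 block with less thallium influx; some compounds called inactive have numbers as strong as hits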
Target sequence (P35561 whole entry, looked up): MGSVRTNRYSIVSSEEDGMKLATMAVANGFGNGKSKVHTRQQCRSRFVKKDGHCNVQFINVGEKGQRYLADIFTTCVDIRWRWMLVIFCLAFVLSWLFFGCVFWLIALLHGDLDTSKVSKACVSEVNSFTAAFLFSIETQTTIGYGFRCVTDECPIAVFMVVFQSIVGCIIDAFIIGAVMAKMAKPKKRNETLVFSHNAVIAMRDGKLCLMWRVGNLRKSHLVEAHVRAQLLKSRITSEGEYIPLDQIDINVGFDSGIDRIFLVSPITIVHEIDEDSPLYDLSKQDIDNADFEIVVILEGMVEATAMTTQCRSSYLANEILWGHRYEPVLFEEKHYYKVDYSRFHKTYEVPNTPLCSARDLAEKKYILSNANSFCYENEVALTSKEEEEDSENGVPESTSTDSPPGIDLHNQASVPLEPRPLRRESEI
* = called active by the depositor; i = inactive; . = not tested or not shown.

SMILES	CHT block	Kir21 inh
COc1cccc2cc(C(=O)N(Cc3ccccc3)CC3CCCO3)c(=O)oc12 (stereo not given)	i	-1.65
CCN(CC)S(=O)(=O)c1ccc2[nH]cc(C(=O)NCCc3ccc(OC)c(OC)c3)c(=O)c2c1	i	-2.65
CCCc1cc(C(=O)NCc2cccs2)no1	i	-1.4
O=C(c1cc(-c2ccc(Cl)cc2)n(-c2ccc(Cl)cc2)n1)N1CCOCC1	i	-0.58
Cc1cc(C)nc(-n2nc(C)cc2NC(=O)c2ccc(S(=O)(=O)N3CCOCC3)cc2)n1	i	0.02
CCOC(=O)c1csc(N)n1	i	0.97
COC(=O)c1oc(-c2ccccc2)nc1C	i	-0.72
COc1ccc(OC)c(-n2c(=S)[nH]c3cc(C(=O)N4CCC(C(N)=O)CC4)ccc3c2=O)c1	i	0.17
CC(C)(C)c1ccc(Cn2nc(CC(=O)O)c3ccccc3c2=O)cc1	i	1.46
CCOc1cc(CNCc2ccccc2)ccc1OCC(=O)NC1CCCCC1	i	-4.38*
Cc1cc2c(Nc3cccc(O)c3)ncnc2s1	i	-1.44
CCCn1ncc([C@@H]2C[C@H]3CN(Cc4cccc(Cl)c4)C(=O)[C@]34CCCN24)c1C	i	0.01
NC(=O)NC(CC(=O)NCCCc1ccccc1)c1ccc(Cl)cc1 (stereo not given)	i	-0.01
N#C/C(=C(\O)C(F)(F)F)c1nnc2n1CCCCC2	i	0.25
COc1ccc2c(c1)oc(=O)c1cc(OC)ccc12	i	-1.62
N#CC1=C(N)N=C(SCc2ccccc2)C(C(N)=O)C12CCCCC2 (stereo not given)	i	0.16
Cc1ccc(S(=O)(=O)NCc2ccco2)cc1C(N)=O	i	0.48
CCn1c(=O)cc(SCC(=O)NCCCN2CCN(c3ccccc3F)CC2)c2ccccc21	i	-1.29
Cc1ccc(CNC(=O)C2CCC(=O)N(CCc3ccc(Cl)cc3)C2)s1 (stereo not given)	i	1.72
O=C(NNS(=O)(=O)c1ccc(Cl)cc1)c1cc(-c2ccccc2)nc2ccccc12	i	0.66

Three entries out of the list, arranged by molar mass, smallest number first:
SMILES	CHT block	Kir21 inh
Cc1ccc(CNC(=O)C2CCC(=O)N(CCc3ccc(Cl)cc3)C2)s1 (stereo not given)	i	1.72
COc1cccc2cc(C(=O)N(Cc3ccccc3)CC3CCCO3)c(=O)oc12 (stereo not given)	i	-1.65
CCN(CC)S(=O)(=O)c1ccc2[nH]cc(C(=O)NCCc3ccc(OC)c(OC)c3)c(=O)c2c1	i	-2.65

Structures from the list above that contain fluorine, in the order listed:
SMILES	CHT block	Kir21 inh
N#C/C(=C(\O)C(F)(F)F)c1nnc2n1CCCCC2	i	0.25
CCn1c(=O)cc(SCC(=O)NCCCN2CCN(c3ccccc3F)CC2)c2ccccc21	i	-1.29

Further structures follow:
SMILES	CHT block	Kir21 inh
CCOc1ccc(/C=N/NC(=O)c2cc3c(OC)cccc3[nH]2)cc1	i	0.01
CC(=O)c1cccc(NC(=O)c2ccc3c(c2)CCN3S(=O)(=O)c2ccccc2)c1	i	-0.31
CCN(Cc1ccccc1)C(=O)C1CCN(S(=O)(=O)c2ccc3c(c2)OCCO3)CC1	i	0.72
COc1ccc(CC(=O)N(C)CC(=O)Nc2ccccc2SC)cc1	i	-0.73
O=C(CCNC(=O)C1CCN(S(=O)(=O)c2ccccc2)CC1)NCCc1ccc(Cl)cc1	i	-0.02
C=CCON1C(=O)c2ccccc2C1=O	i	-0.35
COc1ccccc1CNC(=O)CCNS(=O)(=O)c1cccc2nsnc12	i	0
NC1=NC(=O)/C(=C/c2cccc(-c3ccc(S(N)(=O)=O)cc3)c2)S1	i	0.64
Cc1cc(C)c(C(=O)NCCCN2CCOCC2)c(C)c1	i	-0.28
COc1ccc(OC)c2nc(-c3ccncc3)ccc12	i	0.68
OC(c1ccccc1)C(CN1CCOCC1)c1ccccc1 (stereo not given)	i	-0.3
COC(=O)c1ccc(S(=O)(=O)N2C3CCC2CC(NC(=O)NC2CCCCC2)C3)cc1 (stereo not given)	i	-3.14
COc1ccc(CCNC(=O)C2CCC(=O)N(CC3CCCCC3)C2)cc1 (stereo not given)	.	0.13
COCCNC(=O)c1ccc2snnc2c1	i	0.42
O=S(=O)(NC1CC1)c1ccc(Cl)cc1F	i	-1
CC(=O)N(c1ccccc1)C1CCCC1	i	1.5
COCCCNC(=S)N/N=C/c1ccc(OC)cc1	i	1.34
CCc1ncc(CN2CCCC(C(=O)Nc3ccc(-c4cscn4)cc3)C2)cn1 (stereo not given)	i	-0.8
Cn1c(=O)n(C)c2cc([N+](=O)[O-])c(N3CCN(C(=O)c4ccc(Cl)cc4)CC3)cc21	i	1.24
Cc1ccccc1NC(=O)c1cnc2ccccn2c1=O	i	0.57
CCN1CCN(CCCNC(=O)Cn2cc3c(n2)CCCC3)CC1	i	-0.38
CC(c1nnc(Sc2nnnn2-c2ccccc2)n1-c1ccc(F)cc1)N(C)C (stereo not given)	i	-1.66
COCCNC(=O)C(c1ccc(F)cc1)N(C(=O)CCC(=O)Nc1ccccn1)c1cccc(C)c1 (stereo not given)	i	-0.36
CCOC(=O)C(C(=O)OCC)C(C)C#CCN1CCCCC1 (stereo not given)	i	-0.95
O=C(NC1CCCCC1)c1ccc(-n2cnnn2)cc1	i	0.19
Cc1ccc(S(=O)(=O)c2ccccc2)cc1S(=O)(=O)N1CCOCC1	i	-1.1
O=C(CSc1nncn1-c1ccccc1)N1CCCC1	i	0.73
COc1cc(-n2c(C)nc3cc(C(=O)N4CCOCC4)ccc32)cc(OC)c1OC	i	1.39
O=C(Cc1ccc([N+](=O)[O-])cc1)N1CCCc2ccccc21	i	0.74
CCN(CC(=O)NCCc1ccc(S(N)(=O)=O)cc1)Cc1nc2cc(OC)c(OC)cc2c(=O)[nH]1	i	-1.57
CCOC(=O)c1cc2c(ccn2-c2ccc(F)cc2)n1CC(=O)N(CC)CC	i	0.52
COc1ccc(CNC(=O)CCn2c(=O)[nH]c3ccccc3c2=O)cc1	i	-0.5
C#CCOCCOCCOCCNc1nc(N2CCN(C(=O)[C@H](CCC(=O)O)n3cc(C(N)CO)nn3)CC2)nc(N2CCN(C(=O)[C@H](CCCCN)n3cc(C(N)[C@H](C)CC)nn3)CC2)n1 (stereo not given in full)	.	-1.4
CC(O)CNc1nc2sc3c(c2c(=O)n1Cc1ccco1)CCCCC3 (stereo not given)	i	0.01
COc1cc(NS(=O)(=O)c2ccc(NC(=O)c3cccnc3)cc2)ncn1	i	-0.53
CCCCn1c(N)c(N(CCOC)C(=O)C2CCN(S(=O)(=O)c3ccc(Cl)cc3)CC2)c(=O)[nH]c1=O	i	0.26
N#Cc1c(C(F)(F)F)cc(-c2ccccc2)nc1SCCN1CCOCC1	i	0.62
O=C(OC(C(=O)NC1CCCCC1)c1ccccn1)c1cccs1 (stereo not given)	i	0.59
COc1ccc(S(N)(=O)=O)cc1C(N)=O	i	0.82
CCCn1nnnc1SCC(=O)N1CCCC1	i	3.53
CC(C)C(NC(=O)Nc1ccccc1)C(=O)Nc1cccc(S(=O)(=O)N(C)C)c1 (stereo not given)	i	-0.69
CCc1nnc(NC(=O)c2cccc(S(=O)(=O)N(C)c3ccccc3)c2)s1	i	1.19
CNC(=O)c1c(NC(=O)C2=COCCO2)sc2c1CCC(C)C2 (stereo not given)	i	0.12
Cn1c(C(C#N)C(=O)c2ccco2)nc2ccccc21 (stereo not given)	i	-0.02
CCOC(=O)c1c(CN2CCN(C)CC2)oc2ccc(OC)cc12	i	-0.37
COC(=O)c1ccc(Cl)cc1N(Cc1c(F)cccc1Cl)S(C)(=O)=O	i	0.14
O=C(CSC(=S)N1CCOCC1)Nc1nccs1	i	0.05
NS(=O)(=O)c1cccc(NS(=O)(=O)c2cccc(C(F)(F)F)c2)c1	i	0.19
CCN1C(=O)C(NC(C)=O)c2cc(OC)ccc21 (stereo not given)	i	0.03
O=C(CSc1ccccc1)Nc1ccc2c(c1)OCO2	i	1.32
COc1cccc(NCc2cc3c(C(C)(C)C)nn(-c4ccccc4)c3[nH]c2=O)c1	i	2.81
COc1cc(NC(=O)CSc2ccc(-c3ccco3)nn2)cc(OC)c1	i	0.1
Cc1ccccc1OCC(=O)NC1CCCCCCC1	i	0.27
CC1(C)CC(NC(=O)c2ccc(-c3ccc([N+](=O)[O-])cc3)o2)CC(C)(C)N1	i	-0.27
Cc1ccc(C(=O)NC(=S)NNC(=O)COc2ccc([N+](=O)[O-])cc2)cc1	i	1
COc1ccc(OC)c2sc(N3CCc4ccccc4C3)nc12	i	0.96
Cc1cccc(OCC(=O)NCCN2CCOCC2)c1	i	0.28
CCOC(=O)c1ccccc1Oc1c(F)c(F)nc(NCCO)c1F	-5.47*	-2.71
Cc1ccc(C)[n+](CC(=O)c2ccc(-c3ccccc3)cc2)c1	-4.95*	1.25
COc1ccc(NC(=O)CCC(=O)c2ccc(-c3ccccc3)cc2)cc1	i	0.89
Next part.
SMILES	CHT block	Kir21 inh
Cn1c(SCC(=O)c2ccccc2)nnc1-c1cccnc1	i	0.51
CN(C)CCCN(C(=O)c1ccco1)c1nc2ccc(F)cc2s1	i	1.18
COCc1nc2ccccc2n1Cc1ccccc1	i	1.42
Cn1nc(-c2ccccc2)c(/C=N/O)c1Cl	i	0.51
O=C(c1cccc(F)c1)N1CCN(Cc2cccc(Br)c2)CC1	i	-0.01
CC1CCCCN1S(=O)(=O)c1ccccc1[N+](=O)[O-] (stereo not given)	i	-0.19
Cc1ccc(OCCn2cnc3ccccc3c2=O)c([N+](=O)[O-])c1	i	0.72
COC(=O)c1ccc(NC(=O)CN2CCN(c3ccccc3C)CC2)cc1	i	0.36
N=C1C(c2nc(-c3ccc(Cl)cc3)cs2)=C(O)CN1CCCN1CCOCC1	i	0.62
CC(=O)c1ccccc1C(=O)N1CCCC(C(=O)c2ccc(C(F)(F)F)cc2)C1 (stereo not given)	i	1.94
CN(C)CCn1cnc2c1c(=O)n(C)c(=O)n2C	i	0.49
CC1=C(C(=O)Nc2ccccc2F)C(c2cccs2)NC(=S)N1 (stereo not given)	i	0.16
COc1ccc(NC(=O)C(F)(OC)C(F)(F)F)c(OC)c1 (stereo not given)	i	0.03
CCOc1ccc(S(=O)(=O)Nc2ccccn2)c2ccccc12	i	-0.05
O=C(O)C1C2CCC(C2)C1C(=O)NCc1ccco1 (stereo not given)	i	1.14
O=C(NC1CCN(C(=S)Nc2ccc(Cl)cc2)CC1)C1CCCCC1	i	0.2
CCOCCCNC(=O)CN1C(=O)CSc2ccccc21	i	1.1
CCOc1ncccc1C(=O)Nc1ccc(S(=O)(=O)N2CCCC2)cc1	i	0
COc1ccccc1N(CC(=O)NCCSCc1ccc(C)cc1)S(=O)(=O)c1ccccc1	i	0.04
O=C(Nc1cccnc1Cl)C1c2ccccc2Oc2ccccc21	i	0.79
CCNC(=S)Nc1ccc(S(=O)(=O)Nc2cc(C)nc(C)n2)cc1	i	0.87
Cc1ccc2[nH]c(=O)c(CN(CC3CCCO3)C(=O)c3cccs3)cc2c1 (stereo not given)	i	0.35
CCOC(=O)C1CCN(C(=O)C2CCN(c3nn4c(=O)cc(C)nc4s3)CC2)CC1	i	-1.73
COc1ccc(-c2cc(C)no2)cc1S(=O)(=O)N1CCOc2ccc(C)cc21	i	1.8
CC(c1ccccc1)N1C(=O)C2C3C=CC(C4CC34)C2C1=O (stereo not given)	i	-1.36
NC(=NCCc1ccccc1)NS(=O)(=O)c1ccccc1	i	-1.05
COc1cccc(N2CCN(CC(=O)Nc3nnc(-c4ccccc4)s3)CC2)c1	i	2.57
Cc1onc(C(=O)Nc2ccccc2C(F)(F)F)c1[N+](=O)[O-]	i	1.04
Cc1ccc(C)c(-n2c(Cc3cccs3)n[nH]c2=S)c1	i	0.16
O=C(CNCc1cccs1)Nc1ccc(OC(F)(F)F)cc1	i	1.12
COc1ccc2oc(=N)c(C(=O)Nc3ccc(Cl)cc3)cc2c1	i	-0.46
CC(=O)Nc1ccc(NC(=O)c2ccc(-n3c(C)ccc3C)cc2)cc1	i	-0.03
CN1CCN(c2cnn(-c3ccccc3)c(=O)c2Br)CC1	i	0.61
COC(=O)C1CCN(Cc2ccc(OCCCN3CCN(c4ccc([N+](=O)[O-])cc4)CC3)cc2)CC1	i	0.07
CCC1(O)CC(c2ccccc2)=NN1C(=O)c1ccccc1F (stereo not given)	i	0.83
C/C(=N\Nc1nc(-c2ccccc2)cs1)c1cccs1	i	0.28
CCOC(=O)N1CCN(C(=O)CN(C2CCCCC2)S(=O)(=O)c2c(C)cc(C)cc2C)CC1	i	-1.38
COCCNC(=O)COC(=O)C1=Cc2ccccc2OC1	i	0.23
Cc1ccc(Cl)cc1NC(=O)CCN1C(=O)C2C3CCC(C3)C2C1=O (stereo not given)	i	1.28
O=C(CCc1nc2sc3c(c2c(=O)[nH]1)CCCC3)N1CCN(c2ccccc2)CC1	i	0.52
Cc1cccc(C(=O)N/N=C/c2ccc[nH]2)c1	i	-0.63
COc1ccc(Nc2cc(C(=O)N3CCc4ccccc4C3)c3ccccc3n2)c(OC)c1	i	1.27
CCOc1ccc(-c2cc(N3C(=O)Nc4ccccc4N3O)on2)cc1	i	0.28

Rewritten as labelled records: entries from further up
Structure: NC(=NCCc1ccccc1)NS(=O)(=O)c1ccccc1
  CHT block: i; Kir21 inh: -1.05

Structure: COc1cccc(N2CCN(CC(=O)Nc3nnc(-c4ccccc4)s3)CC2)c1
  CHT block: i; Kir21 inh: 2.57

Structure: Cc1onc(C(=O)Nc2ccccc2C(F)(F)F)c1[N+](=O)[O-]
  CHT block: i; Kir21 inh: 1.04

Structure: Cc1ccc(C)c(-n2c(Cc3cccs3)n[nH]c2=S)c1
  CHT block: i; Kir21 inh: 0.16
